Source: PubChem
CHRM5 PAM: human M5 muscarinic receptor positive allosteric modulators, primary screen, CHO-K1 cells, Fluo-8 calcium fluorescence; Muscarinic acetylcholine receptor M5 (Homo sapiens), P08912; CHO-K1 hM5, ACh EC20 PAM; 0% = ACh EC20, 100% = ACh EC100; activation, % at 3 µM; hit rate 0.3% among 360,000;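 active = activation above the run cutoff, the mean activation of all test compounds plus 3 SD, cut at about 18% in these data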
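Probe or stimulus: acetylcholine, EC20 level; Assay system: human M5 receptor in CHO-K1 cells; Schedule: compound preincubation 140 s before EC20 acetylcholine addition; Technique: intracellular calcium via Fluo-8 fluorescence; Dosing: single-point, 3 µM nominal; Read-out basis: percent activation from peak-over-basal fluorescence ratio, scaled EC20-to-EC100 acetylcholine; Repeats: one well per compound, no replicates.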
CRFR2-BP antag: antagonists of CRF-BP/CRF-R2 complex, primary screen, cell-based, HEK293, calcium dye fluorescence, uHTS | hit rate 0.59% among 350,000 | CRF-induced calcium fluorescence | inhibition, % at 11.8 µM;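 active = inhibition of the ligand-induced calcium signal above about 50% at the single tested concentration, limit read from the data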
CHRM4 PAM: human M4 muscarinic receptor positive allosteric modulators, primary screen, CHO-K1 cells, Fluo-8 calcium fluorescence | CHO-K1 hM4/Gqi5, ACh EC20; 0% = ACh EC20, 100% = maximal ACh | activation, % at 3 µM | hit rate 0.4% among 360,000 | AID 624126, 2012;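 active = activation above its plate's cutoff, the mean activation of sample wells plus 3 SD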; also: some results filed as inactive read as strong as hits
Target sequence (P08173 whole entry, looked up): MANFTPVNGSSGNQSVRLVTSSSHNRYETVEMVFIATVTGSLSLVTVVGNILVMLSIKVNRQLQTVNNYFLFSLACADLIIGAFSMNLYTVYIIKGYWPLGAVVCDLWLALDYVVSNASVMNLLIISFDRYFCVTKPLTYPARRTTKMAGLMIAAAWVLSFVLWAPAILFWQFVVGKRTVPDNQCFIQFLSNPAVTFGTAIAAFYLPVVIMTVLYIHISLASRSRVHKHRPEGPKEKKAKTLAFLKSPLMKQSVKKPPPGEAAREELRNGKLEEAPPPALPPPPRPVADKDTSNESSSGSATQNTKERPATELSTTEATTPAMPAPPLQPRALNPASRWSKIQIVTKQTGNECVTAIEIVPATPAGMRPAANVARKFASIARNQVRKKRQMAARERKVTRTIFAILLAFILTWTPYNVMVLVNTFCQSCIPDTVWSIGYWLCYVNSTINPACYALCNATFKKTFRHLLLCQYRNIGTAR
CHRM5 antagonist: human M5 muscarinic receptor antagonists, primary screen, CHO cells, Fluo-8 calcium fluorescence; CHO-hM5 cells, ACh EC80; inhibition, % at 3 µM; hit rate 0.59% among 360,000;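 active = inhibition above a per-plate cutoff, the mean of that plate's test compounds plus 3 SD, cut at about 27% in these data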;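 also: 0% = acetylcholine EC80 with DMSO and 100% = DMSO without agonist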
M1 PAM parental: nonselective calcium activators in parental CHO-K1 cells, primary screen, counter-screen for M1 PAM project, cell-based, Fluo-8 calcium fluorescence, full deck, 1536-well; ATP EC20; 0% at ATP EC20, 100% at ATP max; activation, % at 3 µM; hit rate 0.02% among 360,000;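 active = activation above the run cutoff, the mean activation of all test compounds plus 3 SD, cut at about 40% in these data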;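 also: peak over basal fluorescence ratio in a 140 s read after ATP addition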
TAAR1 agonist: human TAAR1 agonists, primary screen, Fluo-8 calcium fluorescence, CHO RD-HGA16 cells. Trace amine-associated receptor 1 (Homo sapiens), Q96RJ0. vehicle wells 0%, saturating PEA agonist 100%. activation, % at 3 µM. hit rate 0.99% among 360,000. AID 624467, 2012;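 active = activation above the mean activation of all test compounds in the run plus 3 SD, cut at about 38% in these data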
Target sequence (Q96RJ0 whole entry, looked up): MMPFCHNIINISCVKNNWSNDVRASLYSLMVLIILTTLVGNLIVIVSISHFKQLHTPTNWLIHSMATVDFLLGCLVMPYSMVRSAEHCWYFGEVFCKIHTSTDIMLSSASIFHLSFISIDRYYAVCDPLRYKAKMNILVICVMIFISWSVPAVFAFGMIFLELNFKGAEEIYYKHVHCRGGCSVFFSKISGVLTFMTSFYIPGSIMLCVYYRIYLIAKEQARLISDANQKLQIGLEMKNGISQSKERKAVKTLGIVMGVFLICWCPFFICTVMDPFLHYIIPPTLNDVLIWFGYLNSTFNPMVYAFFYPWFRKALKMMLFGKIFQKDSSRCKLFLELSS
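System: CHO RD-HGA16 cells carrying human TAAR1 plus Gα16; Incubation: 17-24 h seeding, 75 min 37 °C dye, 30 min RT; Measured by: Fluo-8 fluorescence, 5 s baseline then 140 s kinetic read; Control set: DMSO and PEA EC100; Replication: single well for each compound.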
TAAR1 antag: human TAAR1 antagonists, primary screen, Fluo-8 calcium fluorescence, CHO RD-HGA16 cells. Trace amine-associated receptor 1 (Homo sapiens), Q96RJ0. antagonist. inhibition, % at 3 µM. hit rate 1.5% among 360,000;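 active = inhibition above a per-plate cutoff, the mean inhibition of test compounds on that plate plus 3 SD, cut at about 49% in these data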;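 also: 0% = DMSO plus EC80 beta-PEA response and 100% = DMSO alone without agonist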
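Material: RD-HGA16 CHO cells with stable hTAAR1 and Gα16; Dosing: single nominal final test compound concentration of 3 µM; Schedule: seeding 17-24 h prior, 75-min 37 °C, 30-min RT dye loading; Detection: kinetic Fluo-8 calcium fluorescence measurement; Measure: % inhibition from peak post-agonist over basal fluorescence ratio; Benchmarks: vehicle and agonist controls.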
M5 ag: human M5 muscarinic receptor agonists, primary screen, CHO-K1 cells, Fluo-8 calcium fluorescence; activation, % at 3 µM; hit rate 0.19% among 360,000; Muscarinic acetylcholine receptor M5 (Homo sapiens), P08912; AID 624037, 2012; CHO-K1 hM5 cells; 0% DMSO wells, 100% maximal acetylcholine response;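 active = activation above the run's mean over test compounds plus 3 SD, cut at about 23% in these data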;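 also: signal is peak over basal fluorescence ratio across the kinetic read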
CRFBP-R2 agonist: agonists of CRF-BP/CRF-R2 complex, primary screen, cell-based, HEK293, calcium dye fluorescence, uHTS; AID 588473, 2011; CRF-binding protein / CRF receptor 2 complex (human); activation, % at 13.2 µM; calcium dye fluorescence (FLIPR); percent of saturating CRF peptide response; hit rate 0.46% among 350,000;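 active = activation of at least 50%, plus an integration ratio under a set limit after plate pattern correction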;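 also: plate controls were neutral control wells without compound for no effect and CRF at EC100 for full effect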
Active calls of the source: *; . = not tested or not shown.

SMILES	CHRM5 PAM	CRFR2-BP antag	CHRM4 PAM	CHRM5 antagonist	M1 PAM parental	TAAR1 agonist	TAAR1 antag	M5 ag	CRFBP-R2 agonist
Cc1ccc(NC(=O)CSCC(=O)Nc2cc(Cl)ccc2N2CCN(C)CC2)cc1	2	-6	-1	4	5	7	6	-4	-0.5
O=C(COC(=O)/C=C/c1ccc(Cl)c(Cl)c1)NC1CCCC1	-2	0	1	-2	14	9	-4	4	0.1
CCOC(=O)Cc1csc(SCC(=O)NC2CCC(C)CC2)n1 (stereo unspecified)	-1	18	20*	-7	-19	-1	-1	-2	-1.1
CC(Sc1nnc2ccccn12)C(=O)Nc1ccc2c(c1)OCCO2 (stereo unspecified)	0	3	1	3	-2	2	-20	1	2.9
Cc1cc(=O)oc2cc(OCC(O)CN3CCc4ccccc4C3)ccc12 (stereo unspecified)	-6	0	-3	1	-5	10	13	-5	-0.3
CCc1ccc(N(CC(=O)NCc2cccnc2)S(=O)(=O)c2ccccc2)cc1	3	8	5	-11	-5	1	0	-4	-4.2
Cc1ccc(Cl)c(OCC(=O)OCC(=O)c2ccc[nH]2)c1	2	10	0	5	1	6	12	-5	-0.8
CC(=O)NC(c1cccc(F)c1)c1nc(-c2cccc(C(F)(F)F)c2)cs1 (stereo unspecified)	-3	.	3	4	15	4	-6	-2	.
N#Cc1ccc(CN2CCN(C(=O)CNC(=O)Cc3ccccc3)CC2)cc1	4	6	18	1	-6	-1	6	2	3.2
C[C@@H]1O[C@@H](O[C@H]2[C@H](O)[C@@H](O)[C@H](Oc3c(-c4ccc(O)cc4)oc4cc(O)cc(O)c4c3=O)O[C@@H]2CO)[C@H](O)[C@H](O)[C@H]1O	0	5	-6	3	-22	1	-8	4	-2.5
Cc1cccc(C(=O)Oc2ccc(/C=N/NC(=O)Cc3ccc([N+](=O)[O-])cc3)cc2)c1	2	12	12	8	-12	3	-19	0	1.9
O=C(NNS(=O)(=O)c1ccccc1)Nc1ccc(F)cc1	-1	-4	-5	-12	-9	0	-14	-5	0.9
CCC(C)c1ccccc1NC(=O)c1cc(C)no1 (stereo unspecified)	-2	0	0	2	-26	9	-4	-2	1.4
O=C(NCCCC(=O)N1CCOCC1)c1cccnc1	7	17	10	-7	13	11	5	-2	-4.5
CCS(=O)(=O)c1ccc(O)c(NC(=O)COc2ccc(C)cc2)c1	2	4	5	0	27	-1	3	-2	1.2
O=C1CC(C(=O)Nc2ccc(O)c(C(=O)O)c2)C(c2ccccc2)O1 (stereo unspecified)	0	4	1	1	21	14	-1	2	-1.0
Cc1cc([N+](=O)[O-])nn1CCCC(=O)NCc1ccccc1	2	6	-4	-2	-3	-2	3	1	2.1
CCN1C(=O)CC(N2CCC(C(=O)N3CCOCC3)CC2)C1=O (stereo unspecified)	4	-10	3	-3	19	13	-11	-1	0.6
CCN(CC)C(=O)CN(c1ccc(C)cc1)S(=O)(=O)c1ccc(SC)cc1	6	2	-5	0	3	10	0	-10	0.0
COc1ccccc1N1CCN(S(=O)(=O)CCNC(=O)c2cc(=O)c3ccccc3o2)CC1	-4	8	-9	-7	23	2	-4	4	-4.1
Cc1ccc(NC(=O)C2C3C=CC(O3)C2C(=O)O)c(C)c1 (stereo unspecified)	-3	4	0	0	14	4	-1	0	-0.1
Cc1ccc(C(=O)NNC(=O)c2ccc3c(c2)OCCO3)cc1	6	3	8	-2	14	-1	2	3	1.3
Cc1ccc(NS(=O)(=O)c2cccs2)cc1S(=O)(=O)N1CCCCCC1	0	122*	1	-3	8	7	0	2	-1.4
Cc1cccc(OCc2nc(C#N)c(N3CCCC3)o2)c1	21*	4	2	-11	13	14	-33	-4	0.4
Cc1ccc2c(CC(=O)OCC(=O)N(CC(C)C)c3c(N)n(Cc4ccccc4)c(=O)[nH]c3=O)coc2c1	-3	8	-1	0	-5	-1	3	1	-0.6
CCc1ccc(/C=C2\SC(=S)N(CCCC(=O)Nc3nccs3)C2=O)cc1	9	-42	13	-8	32	-3	4	-2	3.6
COc1ccc(S(=O)(=O)N2CCN(c3ncnc4c(-c5ccccc5)nsc34)CC2)cc1	4	0	7	-7	14	9	-16	-4	4.2
COc1cc(-n2c(=O)c3ccccc3n(CC(=O)OCc3ccccc3)c2=O)cc(OC)c1OC	0	-6	2	6	9	1	-10	-1	5.3
Cc1cc(C(=O)O)ccc1-c1ccc(/C=C2\NC(=O)N(Cc3ccc(F)cc3)C2=O)o1	3	-2	-12	6	12	4	-21	-4	1.0
O=C(COC(=O)c1cccc(F)c1)Nc1cccc(S(=O)(=O)N2CCOCC2)c1	-4	-3	9	-9	22	4	-13	1	1.0
COC(=O)C(CCSC)NC(=O)C(NC(=O)C1CCC(C)CC1)C(C)C (stereo unspecified)	-3	-7	4	-5	10	5	-16	-3	0.7
Cn1c(=O)c(=O)n(C)c2cc(S(=O)(=O)N3CCN(C4CCCCC4)CC3)ccc21	-2	46	3	4	8	4	-10	7	-0.9
CCn1c(SCC(=O)Nc2ccc3c(c2)OCCO3)nnc1-c1c[nH]c2ccccc12	-9	6	3	5	16	1	13	2	-1.3
Cc1ccc([C@@H]2CC(=O)[C@@H]3CN(S(=O)(=O)c4ccc(C)cc4)[C@H](c4ccccc4)C[C@@H]3N2S(=O)(=O)c2ccc(C)cc2)cc1	-1	.	-1	-5	8	3	-16	0	.
O=C(OCC(=O)N1CCCc2ccccc21)C1CCN(S(=O)(=O)c2cccs2)CC1	-4	-21	5	0	24	13	8	0	-1.5
COc1ccc(CC2(CO)CCN(S(=O)(=O)N(C)C)CC2)cc1	4	9	2	5	5	7	-9	3	-0.7
CC(=O)c1cc(C(=O)NC2CCCc3c2cnn3-c2cc(C)cc(C)c2)[nH]n1 (stereo unspecified)	-5	-7	4	9	1	5	4	-5	-1.8
CC1=C(C#N)C(c2ccc3ncccc3c2)C(C#N)=C(C)N1	0	6	8	8	5	3	-23	0	0.8
CC1(C(=O)NS(=O)(=O)Cc2ccccc2)CCN1C(=O)c1ccc(C2CCCCC2)cc1 (stereo unspecified)	2	.	2	1	-9	-1	-28	0	.
CCOC(=O)c1cc(-c2ccccc2)sc1NC(=O)C(C)OC(=O)c1cccnc1OCC (stereo unspecified)	14	-1	23	-10	17	0	1	-2	9.5
Brc1ccc(COc2cccc3cccnc23)cc1	-4	2	-5	7	-14	5	-59	-5	-1.0
C=Cn1cc[n+](CC(=O)c2ccc(Cl)cc2)c1	0	117*	-5	3	10	0	-3	2	3.9
COc1ccc(-c2nnn(-c3ccc(Cl)cc3Cl)c2N)cc1	-5	16	-9	0	3	7	-5	-5	-3.2
COC(=O)C1CCN(S(=O)(=O)c2ccc(Br)s2)CC1	-8	-7	2	16	10	0	12	-1	-3.8
Cc1ccc(C(NC(=O)/C=C\c2ccc3c(c2)OCO3)C(=O)Nc2ccc3c(c2)OCO3)cc1 (stereo unspecified)	-5	6	6	-6	14	0	-18	-1	-1.9
CCC(C)n1cnc2c(c1=O)c1nc3ccccc3nc1n2Cc1ccccc1OC (stereo unspecified)	-2	-9	2	4	9	12	27	2	1.8
O=C1CCC(C(=O)OCc2ccccc2)N1 (stereo unspecified)	-7	-11	1	14	16	16	1	-2	1.0
c1ccc2nc3c(ccc4ccccc43)cc2c1	6	4	6	0	7	-1	7	-1	2.8
COc1ccc(C(=O)NCc2ccco2)cc1S(=O)(=O)NC1CC1	7	-6	3	-5	9	-1	-3	1	0.4
Cc1ccc(NC(=O)Cn2ccc(=O)[nH]c2=O)cc1	-2	0	5	11	-6	2	-29	-3	0.1
COc1cccc(Cl)c1NC(=O)N1CCN(c2cc(C)nc3ccccc23)CC1	3	13	-10	0	15	0	-24	-12	-4.0
CC(C)N1CC(C(=O)Nc2ccc(Cl)c(Cl)c2)CC1=O (stereo unspecified)	1	8	-1	13	12	1	22	-2	3.6
CC(C)CCn1nnnc1CN1CCN(c2ccccc2)CC1	6	-3	4	1	13	4	-10	3	2.1
O=C1Cc2ccccc2N1c1ccccc1	7	3	4	0	3	11	-2	-6	-1.8
Cc1cc(=O)n(CC(=O)Nc2cc(Cl)ccc2C)c(C(C)C)n1	2	4	4	-2	15	2	-40	1	1.1
CC(C)(C)NC(=O)NC(=O)COC(=O)Cc1ccc(Cl)cc1Cl	6	-21	4	6	10	-2	-5	-11	-1.8
CC(=O)Nc1ccc(C(=O)CN2C(=O)CSC2=O)cc1	-6	16	2	6	27	0	1	0	-2.8
COc1cc(C)ccc1Oc1nc(-c2ccccc2O)nc2ccccc12	4	-3	0	4	-8	0	-29	-1	9.5
Cc1ccc(S(=O)(=O)NCCn2cnc([N+](=O)[O-])n2)cc1	3	20	-6	11	11	-2	1	-5	0.9
O/C(=C\c1nc2ccccc2[nH]1)c1cccs1	3	-15	6	4	23	2	1	1	21
OC1O[C@H](c2ccc3c(c2)OCO3)[C@H]2CO[C@H](c3ccc4c(c3)OCO4)[C@@H]12 (stereo partly specified)	3	7	-8	5	-10	9	12	5	0.5
COc1cc(CNn2nnnc2N)cc(Br)c1OCC(=O)NC(C)(C)C	2	6	5	1	21	5	1	3	-0.1
CC1CCc2nn(CC(=O)Nc3c(F)cc(F)cc3Br)cc2C1 (stereo unspecified)	-2	-7	0	-2	-9	3	4	1	-1.9

Compounds were not picked by outcome; 4.2% or so of the library scored in one or more.
